Mtb UGM inh – M. tuberculosis UGM enzyme inhibitors, primary screen, biochemical, fluorescence polarization, single point. 0.06% of 320,000 active. purified UGM, fluorescence polarization probe displacement. UDP-galactopyranose mutase (Mycobacterium tuberculosis (strain ATCC 25618 / H37Rv)), …. inhibition, % at 10 µM; in the data active = inhibition above about 10%, passing the limit was not always enough; inconclusive = no clear call, values can overlap the other calls
FadD28 FP inh – inhibitors of FadD28 bisubstrate probe binding, primary screen, biochemical, fluorescence polarization, single point. AID 588549, 2011. inhibition, % at 12.5 µM. 0.22% of 360,000 active; in the data active = inhibition above about 8.5%, passing the limit was not always enough; inconclusive = no clear call, values can overlap the other calls
Mtb FBA inh – Mtb FBA enzyme inhibitors, primary screen, biochemical, fluorescence, strain H37Rv | purified M. tuberculosis FBA, fluorescence read-out | inhibition, % at 1 µM | Fructose-bisphosphate aldolase (Mycobacterium tuberculosis (strain ATCC 25618 / H37Rv)), … | 2.3% of 360,000 active | AID 588726, 2011; in the data active = inhibition above about 27%;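 also: 0% = vehicle and 100% = reference inhibitor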
GDH-TPI inh – GDH-TPI coupling enzyme inhibitors, primary screen, artefact control for M. tuberculosis FBA inhibitor project, biochemical, absorbance, full deck | AID 588335, 2011 | 1.2% of 360,000 active | inhibition, % at 4.8 µM | GDH-TPI coupled enzyme counterscreen, NADH absorbance; in the data active = inhibition above about 30%;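 also: 0% = DMSO wells and 100% = wells lacking the enzyme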
PfHsp40 yeast – rescue of yeast from PfHsp40 toxicity, primary screen, S. cerevisiae, ATP luminescence | 0.68% of 340,000 active | growth rescue, % at 12.5 µM | S. cerevisiae expressing PfHsp40, growth rescue | AID 504582, 2011; in the data active = growth rescue above about 28%, passing the limit was not always enough; inconclusive = no clear call, values can overlap the other calls;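 also: yeast W303a lacking pdr1 and pdr3 grown in galactose medium; growth measured after three days at 30 °C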
Mtb BioA inh – M. tuberculosis BioA enzyme inhibitors, primary screen, biochemical, plate reader, single point, HTS | 0.096% of 360,000 active | inhibition, % at 9.99 µM | 7,8-diaminopelargonic acid synthase BioA (Mycobacterium tuberculosis) | purified M. tuberculosis BioA enzyme; in the data active = inhibition above about 40%; inconclusive = no clear call, values can overlap the other calls
BoNT-F LC inh – BoNT/F light chain protease inhibitors, primary screen, biochemical, flow cytometry, MLPCN library. Botulinum neurotoxin type F light chain protease (Clostridium botulinum). Multiplex microsphere protease cleavage assay. inhibition, % at 10 µM. 0.22% of 360,000 active. AID 588497, 2011; in the data active = inhibition above about 35%, passing the limit was not always enough; inconclusive = no clear call, values can overlap the other calls; also: plate controls were buffer without enzyme for full effect and enzyme alone for no effect
Anthrax LF inh2 – Bacillus anthracis LF protease inhibitors, primary screen, biochemical, multiplex microsphere, MLPCN library | Lethal factor (Bacillus anthracis), P15917 | 0.12% of 360,000 active | multiplex microsphere protease cleavage assay | AID 588501, 2011 | inhibition, % at 10 µM; also: plate controls were buffer without enzyme for full effect and enzyme alone for no effect
Target sequence (P15917 whole entry, looked up): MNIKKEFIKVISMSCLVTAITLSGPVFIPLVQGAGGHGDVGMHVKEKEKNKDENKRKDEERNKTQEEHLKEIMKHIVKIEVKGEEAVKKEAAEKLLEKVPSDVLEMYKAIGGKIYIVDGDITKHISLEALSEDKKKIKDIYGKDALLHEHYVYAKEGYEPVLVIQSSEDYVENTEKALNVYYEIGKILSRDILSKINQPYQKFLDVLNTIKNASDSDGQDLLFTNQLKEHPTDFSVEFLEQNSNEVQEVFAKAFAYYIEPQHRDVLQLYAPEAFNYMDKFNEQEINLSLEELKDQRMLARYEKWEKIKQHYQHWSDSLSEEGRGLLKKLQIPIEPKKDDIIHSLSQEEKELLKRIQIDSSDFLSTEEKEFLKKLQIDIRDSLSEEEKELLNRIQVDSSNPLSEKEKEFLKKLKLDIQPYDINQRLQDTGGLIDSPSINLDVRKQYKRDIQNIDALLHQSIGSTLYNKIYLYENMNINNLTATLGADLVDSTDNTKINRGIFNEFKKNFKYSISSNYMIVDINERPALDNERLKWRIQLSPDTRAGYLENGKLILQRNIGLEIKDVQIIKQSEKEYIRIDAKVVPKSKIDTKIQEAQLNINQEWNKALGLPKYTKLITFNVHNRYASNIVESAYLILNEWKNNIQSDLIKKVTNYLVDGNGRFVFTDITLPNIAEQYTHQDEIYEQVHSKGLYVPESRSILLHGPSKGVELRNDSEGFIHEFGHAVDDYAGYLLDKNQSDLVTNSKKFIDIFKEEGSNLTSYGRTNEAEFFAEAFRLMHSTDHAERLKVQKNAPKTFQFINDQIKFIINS
BoNT A protease – BoNT/A light chain protease inhibitors, primary screen, biochemical, flow cytometry, MLPCN library; Botulinum neurotoxin type A light chain protease (Clostridium botulinum A str. ATCC 3502); multiplex microsphere protease substrate cleavage; inhibition, % at 10 µM; 0.17% of 360,000 active; AID 588499, 2011; also: plate controls were buffer without enzyme for full effect and enzyme alone for no effect
* marks the source's active call; other numbers are inactive results; ? = inconclusive; . = not tested or not shown. Rule as the data show it, unless noted: active = inhibition above about 30%; inconclusive = no clear call, values can overlap the other calls; inactive = below that. No enrichment for hits; 4.7% or so of the library scored in one or more.

SMILES	Mtb UGM inh	FadD28 FP inh	Mtb FBA inh	GDH-TPI inh	PfHsp40 yeast	Mtb BioA inh	BoNT-F LC inh	Anthrax LF inh2	BoNT A protease
Nc1c(C(=O)NCCN2CCOCC2)c2nc3ccccc3nc2n1-c1cccc(F)c1	0.2	-2.6	104*	23	0.7	3.1	-6	2	2.7
CCCCCCOc1ccc(N2C(=O)CC(N3CCN(CCN=CC4=C(O)CC(C)(C)CC4=O)CC3)C2=O)cc1 (configuration not stated)	0.8	-1.9	-3	-8	1.3	.	0	2	0.0
CCOC(=O)C1=C(N)c2ccccc2CC1C(C)C (configuration not stated)	-1.4	-2.5	6	5	1.0	0.3	2	-4	-0.7
Cc1c(C(=O)NCC2CCCO2)oc2c(Cl)cccc12 (configuration not stated)	-3.0	-4.4	0	4	2.2	0.9	-8	?	-3.7
O=C(NC(c1ccccc1)c1ccsc1)C1CCN(Cc2ccc(Cl)c(Cl)c2)CC1 (configuration not stated)	.	-0.6	-1	10	.	-0.8	-2	-7	-0.2
O=C(CSc1nc2ccccc2c(=O)n1-c1ccccc1Cl)Nc1cccc(S(=O)(=O)N2CCOCC2)c1	1.5	-3.1	4	9	-0.2	-1.3	9	0	0.2
COc1ccc2nc(N3C(=O)C(O)=C(C(=O)c4ccco4)C3c3ccccc3OC)sc2c1 (configuration not stated)	0.8	-2.4	-1	17	16	-1.3	2	2	-0.1
O=C(NC(=S)Nc1ccccc1N1CCN(C(=O)c2ccccc2)CC1)c1cccs1	-1.7	-1.6	3	2	-1.3	.	4	-8	0.1
O=C(Oc1ccc(N2C(=O)CCC2=O)cc1)c1ccccc1Cl	1.8	-0.1	0	4	-0.4	-1.8	-8	-3	0.7
CCOCCCNC(=O)c1ccc(OC(C)=O)cc1	0.4	-1.9	7	6	-0.5	0.8	-35	-7	-2.9
CCOCCCNC1=C(Cl)C(=O)c2ccccc2C1=O	4.2	-2.3	-3	14	-0.4	.	?	-8	-0.4
Cc1cccc(-c2c3c(=O)n(C)c(=O)n(C)c3cn2CC2CCCO2)c1 (configuration not stated)	-1.6	-0.7	3	5	-1.2	1.0	0	2	-0.4
CC1(C)C(=O)Nc2ccccc2N1C(=O)COc1ncnc2ccccc12	3.2	-1.1	1	-3	-0.1	-0.2	-1	-1	-0.6
CN(C)c1ccc(-c2ccnc3c2CC(C)(C(=O)Nc2ccccc2)O3)cc1 (configuration not stated)	.	1.2	11	4	.	0.4	0	-3	0.4
COCCCN1C(=O)C(CC(=O)NC2CCCCC2)CC(C(=O)N(C)C)=C1C (configuration not stated)	.	-0.5	0	-1	.	-0.9	-4	-5	-0.4
O=C(COC(=O)CCSc1ccc(Cl)cc1)NCCc1ccccc1	2.8	-2.2	-3	-4	1.5	.	-19	0	-0.3
COC(=O)c1ccc(-c2n[nH]c(=O)c3ccccc23)cc1	-0.1	-2.6	6	-4	-0.7	5.1	2	-1	?
CCOC(=O)c1c(C)[nH]c(C)c1C(=O)COc1ncnc2cc([N+](=O)[O-])ccc12	-1.9	-3.7	10	-1	3.9	.	-4	-1	-0.4
O=S(=O)(c1cccc2nonc12)N1CCCCC1	0.4	-0.5	-1	4	-0.1	0.3	-158	-20	-86
N#Cc1nc(N2CCCCC2)nc(N2CCOCC2)n1	0.2	0.1	0	6	0.0	-0.7	-2	-4	-0.4
CCNC(=O)C(CC(C)C)NC(=O)C(CO)NC(=O)C1CCC(=O)N1 (configuration not stated)	-1.5	-0.7	-3	10	-0.5	0.6	0	-3	-0.6
CN(CCOC(=O)c1ccc2c(c1)OCO2)C(C)(C)C	1.7	-0.6	5	-2	0.4	.	1	8	0.6
Cc1ccccc1-n1nnc2c(=O)oc3ccccc3c21	3.7	0.1	2	-5	-0.3	0.5	2	0	-0.9
COC(=O)C1=C(c2cccc(OCc3ccccc3)c2)C[C@@H]2CC[C@H]1N2C(=O)NCCOc1ccccc1Cl	-2.7	0.6	0	7	0.2	-1.0	-2	-2	-0.2
Cc1cc(C(=O)Nc2cc(Br)ccc2O)on1	-0.5	.	-3	14	-3.4	1.3	15	-6	-2.6
COc1ccc(NS(=O)(=O)c2cccc(C(=O)NNC(=O)NCCCl)c2)cc1	1.4	-0.8	-1	-4	-0.5	.	1	-4	-0.8
CSc1ccccc1OCc1cc(C(=O)NC2CCOC2)no1 (configuration not stated)	-3.9	-0.8	0	-11	0.6	0.3	9	2	2.2
CCn1cc(/C=C(\NC(=O)c2ccccc2OC)C(=O)N2CCN(C)CC2)c2ccccc21	0.5	-3.0	-3	25	-0.2	.	-6	3	-2.7
O=C(O)[C@H]1CCCC[C@H]1C(=O)Nc1ccc(S(=O)(=O)N2CCOCC2)cc1	1.0	-0.5	-1	-7	1.0	-0.7	5	0	0.8
CCOC(=O)C1CCN(C(=O)CCC(=O)NCCc2ccc(Cl)cc2)CC1	2.1	-0.1	-1	0	-1.2	-0.2	?	-12	-2.0
O=C(NCc1ccccc1)c1ccc(CSc2ccccc2)o1	3.6	-0.9	-2	1	3.7	1.5	-1	0	-0.1
COc1ccc(/C=C/C(=O)NC(C)(C)C)cc1S(=O)(=O)N1CCOCC1	-1.0	-0.8	4	2	-1.2	-3.7	-4	-2	-0.7
O=[N+]([O-])c1ccc(N2CCN(c3nc(-c4ccc(Cl)cc4)cs3)CC2)cc1	-2.7	0.3	3	1	1.1	-0.4	-3	-3	-0.8
C=CCNC(=O)C(C)N1C(=O)c2ccccc2C1=O (configuration not stated)	4.4	-0.6	1	11	-1.3	-0.8	-1	1	-0.3
O=C(O)CSc1nnc(-c2ccc(Cl)cc2Cl)n1-c1ccc(Cl)cc1	2.2	0.0	0	0	-0.4	5.9	-10	2	0.5
Cc1cc(C(=O)N/N=C/c2ccc(-c3cccc(Br)c3)o2)n[nH]1	1.7	-4.8	21	23	.	-0.2	14	-8	-2.1
CC(=O)N1CCN(S(=O)(=O)c2cccc(C(=O)NNC(=O)COc3c(C)cccc3C)c2)CC1	-0.1	1.7	0	1	0.2	-1.2	-4	-11	-0.4
O=S(=O)(Nc1cc(Cl)ccc1-n1cncn1)c1ccc(F)cc1	5.7	-3.0	-1	2	0.9	-3.4	-5	0	-0.3
Cc1cc2c(cc1C)C(c1cccc([N+](=O)[O-])c1)CC(=O)N2 (configuration not stated)	1.8	-0.4	0	10	0.6	.	0	0	-0.4
CC1=C(C(N)=O)C(c2ccccc2)n2nc(-c3cccc(C)c3)nc2N1 (configuration not stated)	-0.9	-2.4	3	6	-0.3	0.4	-1	2	-0.8
CC(C)Oc1ccc(/C=N/NC(=O)C2CCCN2S(=O)(=O)c2ccc(Cl)cc2)cc1 (configuration not stated)	1.2	-3.4	1	1	-0.8	-1.4	-2	-2	0.3
CC(/C=N/n1c(-c2ccncc2)n[nH]c1=S)=C\c1ccco1	-1.5	1.8	2	15	0.8	-0.2	.	.	.
Cc1ccc(NC(=O)c2cc(-c3ccc(C)o3)nc3ccccc23)cc1	-2.3	-3.3	-2	20	-0.9	-1.1	-2	-2	2.4
CCn1c(SCC(=O)N/N=C/C=C/c2ccccc2[N+](=O)[O-])nnc1-c1ccccc1	3.1	-3.0	-2	7	-0.8	.	0	-1	0.0
O=C(CCNS(=O)(=O)c1ccc(Br)cc1)NCC1CCCO1 (configuration not stated)	-2.2	-1.1	1	6	-0.1	-1.9	-8	-7	-0.1
CC(=O)Nc1ccc(S(=O)(=O)NNC(=O)c2cc3c4ccccc4n(C)c3s2)cc1	1.6	-4.1	3	11	2.6	-0.6	6	4	0.4
COc1cc(SC)ccc1C(=O)Nc1ccc2c(c1)OCO2	.	-2.1	2	7	-0.9	.	-3	1	-0.4
Cc1ccc(NC(=O)C2CCN(S(=O)(=O)c3ccccc3)CC2)cc1	-1.8	-1.1	0	-2	0.0	.	-1	-5	-0.1

Random excerpt: five compounds from above, in no set order.
SMILES	Mtb UGM inh	FadD28 FP inh	Mtb FBA inh	GDH-TPI inh	PfHsp40 yeast	Mtb BioA inh	BoNT-F LC inh	Anthrax LF inh2	BoNT A protease
Cc1cc2c(cc1C)C(c1cccc([N+](=O)[O-])c1)CC(=O)N2 (configuration not stated)	1.8	-0.4	0	10	0.6	.	0	0	-0.4
CC(C)Oc1ccc(/C=N/NC(=O)C2CCCN2S(=O)(=O)c2ccc(Cl)cc2)cc1 (configuration not stated)	1.2	-3.4	1	1	-0.8	-1.4	-2	-2	0.3
CC(/C=N/n1c(-c2ccncc2)n[nH]c1=S)=C\c1ccco1	-1.5	1.8	2	15	0.8	-0.2	.	.	.
Cc1ccc(NC(=O)c2cc(-c3ccc(C)o3)nc3ccccc23)cc1	-2.3	-3.3	-2	20	-0.9	-1.1	-2	-2	2.4
Cc1ccc(NC(=O)C2CCN(S(=O)(=O)c3ccccc3)CC2)cc1	-1.8	-1.1	0	-2	0.0	.	-1	-5	-0.1

(cont.)
SMILES	Mtb UGM inh	FadD28 FP inh	Mtb FBA inh	GDH-TPI inh	PfHsp40 yeast	Mtb BioA inh	BoNT-F LC inh	Anthrax LF inh2	BoNT A protease
C=CCC[C@H](Cc1ccc(F)cc1)C(=O)OC[C@H]1CCCN1C(=O)[C@@H](CC=C)CC(=O)NCCO	.	0.0	5	15	3.5	0.0	2	-6	0.0
O=C(COc1ccccc1[N+](=O)[O-])NCC1(N2CCCCC2)CCCCC1	0.6	-3.1	0	-4	0.0	-0.3	.	.	.
O=C(Cn1nnc(-c2ccc(CN3CCOCC3)cc2)n1)N(c1ccccc1)c1ccccc1	-2.0	-2.1	4	2	-1.4	.	-3	1	-0.3
CCOC(=O)CCCC(=O)Nc1ncnc2c1C(c1ccccc1)c1c(ccc3ccccc13)O2 (configuration not stated)	0.2	-11	-1	0	2.3	-3.6	-10	2	-0.4
Cc1oc(-c2ccc(Cl)cc2)nc1CN1CCC(C(=O)N2CCc3ccccc3C2)CC1	-1.8	-1.6	5	12	-1.4	-0.3	-2	0	-0.8
COc1cc(C2C(C(N)=O)=C(C)Nc3nc(CCCO)nn32)cc(OC)c1OC (configuration not stated)	1.9	-0.2	2	2	0.8	-1.0	-8	-7	-0.7
COc1ccc(-n2c(COc3cccc4ccccc34)nnc2SCC#N)cc1	-1.4	-4.9	1	0	1.6	1.5	?	-5	-1.0
CCCCNC(=O)Nc1nc(SCC(=O)OCC)n[nH]1	-1.6	-1.3	3	-1	-0.8	-0.2	1	-2	0.3
NC1=NC(=O)/C(=C/c2ccc(-c3ccc(S(N)(=O)=O)cc3)o2)S1	3.3	-2.0	0	28	-1.2	-0.3	-1	-2	0.0
O=C(CN1CCOCC1)Nc1ncccn1	-1.1	-1.4	3	3	0.5	-1.0	1	-5	-0.5
O=C(Oc1ccc(-c2cnc3ccccc3n2)cc1)c1ccc(Br)o1	-1.5	0.1	2	16	-0.2	-1.6	0	-2	-0.1
COc1cccc(N2CC(=O)N(NC(=O)c3sc4nc(C)cc(C)c4c3N)CC2=O)c1	2.3	-1.8	54*	5	-1.5	.	-17	-5	0.2
CCN(C(=O)CSc1nnc(-c2ccco2)n1CC)c1c(N)n(Cc2ccccc2)c(=O)[nH]c1=O	-1.6	-0.2	7	18	0.0	-0.9	-8	-4	-0.1
Cc1cccc(CC(=O)N2CCN(C(=O)c3ccco3)CC2)c1	2.4	-0.1	4	10	-1.4	-3.1	15	6	1.7
CCOC(=O)c1ccccc1NC(=O)/C=C/C(=O)O	0.6	-3.4	7	1	-2.0	-0.3	5	0	-0.1
CC(C)=CCN1CCN(Cc2ccc(Oc3ncccn3)cc2)CC1CCO (configuration not stated)	1.8	0.5	0	5	0.9	2.0	-3	-1	0.4
